# SENP8 block-1 – SENP8 protease inhibition. Q96LD8. purified SENP8, Z-RLRGG-aminoluciferin cleavage, luminescence. inhibition, % at 10 µM. 330,000 compounds, 1.2% hits. AID 2540; in the data active = inhibition above about 50%
# SENP7 inh – inhibitors of human SENP7 protease. Q9BQF6. recombinant SENP7, Z-RLRGG-aminoluciferin luminescence, 40 min. inhibition, % at 5 µM. 330,000 compounds, 1.5% hits. AID 434973;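 active = inhibition above about 50% at the single test dose, limit read from the data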;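 also: plate controls were DMSO with enzyme for no effect and no enzyme buffer wells for full effect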
# SENP8 block-2 – blocks human SENP8 cleavage of Nedd8 substrate; Q96LD8; recombinant SENP8, Nedd8 substrate fluorescence; inhibition, % at 20 µM; 360,000 compounds, 0.64% hits; AID 602440; in the data active = inhibition mostly above about 40%, no sharp cut-off; inactive = mostly below about 27%
# SENP6 block – inhibitors of human SENP6 protease | Q9GZR1 | Recombinant SENP6 catalytic domain, aminoluciferin luminescence | inhibition, % at 10 µM | 330,000 compounds, 1.8% hits | AID 2599;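 active = inhibition above about 50% at the single tested dose, limit read from the data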;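 also: plate controls were DMSO wells with enzyme for no effect and DMSO wells lacking enzyme for full effect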
# PfG6PD inh – PfG6PD (Plasmodium falciparum) enzyme inhibition | inhibition, % at 20 µM | PfGluPho enzyme, NADPH resazurin-diaphorase fluorescence | 350,000 compounds, 0.78% hits;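 active = inhibition reaching at least a set limit at 20 µM in the primary screen, cut at about 59% in these data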;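 also: 0% = DMSO wells with substrate and 100% = DMSO wells lacking glucose-6-phosphate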
# SENP1 inh – inhibitors of human SENP1 SUMO protease catalytic domain. recombinant SENP1 catalytic domain, CyPet-SUMO1-YPet FRET cleavage. Q9P0U3. 360,000 compounds, 0.21% hits. AID 624204. inhibition, % at 10 µM;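 active = inhibition at least 30% at 10 µM, raw YFP signal under a set limit, fluorescence ratio 0.5 to 1.5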;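 also: 0% = enzyme with DMSO and 100% = no enzyme wells; some results filed as inactive read as strong as hits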
#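 Controls: no-enzyme wells low, DMSO-plus-enzyme wells high control. Test system: human recombinant His6-tagged SENP1 catalytic domain enzyme. Reagent: SFCypet-SUMO1-SFYpet FRET protein substrate, 25 nM final. Doses: one dose per compound, 10 µM, 0.5% DMSO. Detection: FRET, CFP and YFP emission. Timing: 50 min reaction at room temperature.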
# UBC13 inh – inhibitors of human UBC13 polyubiquitin chain formation; P61088; AID 485273; 330,000 compounds, 0.47% hits; inhibition, % at 20 µM; TR-FRET; in the data active = inhibition above about 45%, passing the limit was not always enough
# Target sequence (P61088 whole entry, looked up): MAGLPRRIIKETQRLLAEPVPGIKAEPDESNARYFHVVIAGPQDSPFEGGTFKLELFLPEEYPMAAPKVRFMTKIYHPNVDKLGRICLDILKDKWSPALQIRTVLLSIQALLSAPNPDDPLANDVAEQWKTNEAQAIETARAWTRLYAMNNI
# MIN6 prolif – induces beta-cell replication in MIN6 cells. 330,000 compounds, 0.29% hits. MIN6 cells proliferation, ATPlite luminescence, 48 h; cells starved in 0.2% serum; 100% = growth in 10% serum. proliferation, % at 10 µM;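 active = compounds whose signal lies at least 3.5 SD above the mean of all wells on their plate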;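 also: 0% = DMSO-treated cells in low-serum medium and 100% = 10% serum control; some compounds called inactive have numbers as strong as hits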
# HKDC1 inhibitor – HKDC1 (human) hexokinase inhibition; Q2TB90; recombinant HKDC1, G6PDH/diaphorase resazurin coupled fluorescence; inhibition, % at 20 µM; 340,000 compounds, 0.16% hits;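 active = inhibition above about 35% when tested at 20 µM, limit read from the data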;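 also: plate controls were DMSO wells with enzyme for no effect and DMSO wells lacking enzyme for full effect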
# Target sequence (Q2TB90 whole entry, looked up): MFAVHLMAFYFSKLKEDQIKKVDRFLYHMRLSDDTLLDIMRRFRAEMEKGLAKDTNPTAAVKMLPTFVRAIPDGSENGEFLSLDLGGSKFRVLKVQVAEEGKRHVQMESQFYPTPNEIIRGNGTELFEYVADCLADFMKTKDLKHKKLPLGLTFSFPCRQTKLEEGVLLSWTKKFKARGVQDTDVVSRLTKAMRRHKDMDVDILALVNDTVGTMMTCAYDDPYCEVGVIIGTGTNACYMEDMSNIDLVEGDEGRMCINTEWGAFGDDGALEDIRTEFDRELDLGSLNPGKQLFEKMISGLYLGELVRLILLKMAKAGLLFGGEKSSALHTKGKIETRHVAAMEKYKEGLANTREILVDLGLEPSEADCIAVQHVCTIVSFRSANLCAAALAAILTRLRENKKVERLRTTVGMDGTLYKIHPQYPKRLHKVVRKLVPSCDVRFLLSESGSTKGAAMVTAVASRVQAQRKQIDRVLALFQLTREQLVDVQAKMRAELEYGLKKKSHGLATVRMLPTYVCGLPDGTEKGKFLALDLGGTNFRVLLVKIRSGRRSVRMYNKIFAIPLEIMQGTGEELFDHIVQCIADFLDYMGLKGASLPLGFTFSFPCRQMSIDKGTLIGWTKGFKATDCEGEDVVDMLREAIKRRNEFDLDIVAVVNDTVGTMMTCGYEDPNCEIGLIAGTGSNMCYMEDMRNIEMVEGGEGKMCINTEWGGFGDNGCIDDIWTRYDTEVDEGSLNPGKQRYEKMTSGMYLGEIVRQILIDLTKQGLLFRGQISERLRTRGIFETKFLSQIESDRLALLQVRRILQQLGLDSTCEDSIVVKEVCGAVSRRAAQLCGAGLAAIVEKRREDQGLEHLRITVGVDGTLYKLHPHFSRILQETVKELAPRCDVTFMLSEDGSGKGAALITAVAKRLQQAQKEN
#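 System: Recombinant HKDC1 hexokinase | Amount: HKDC1 at 5 µg/mL | Reagent: Glucose with 1 mM ATP | Doses: Single 20 µM dose | Incubation: Reaction time 90 min, room temperature, protected from light | Signal: Coupled resazurin fluorescence, excitation 525 nm, emission 613 nm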
# The depositor's hits bear a star; · = not tested or not shown.
SMILES,SENP8 block-1,SENP7 inh,SENP8 block-2,SENP6 block,PfG6PD inh,SENP1 inh,UBC13 inh,MIN6 prolif,HKDC1 inhibitor
COc1ccc(NC(=O)c2cccc(N3C(=O)C4C5C=CC(C6CC56)C4C3=O)c2)c(OC)c1 (stereo not drawn),2,2,15,7,8,2,1,1,-1
O=C1CCCC(=O)C1CS(=O)(=O)c1ccccc1,-7,-13,2,-20,-9,0,-12,-1,-9
Cn1ncc([N+](=O)[O-])c1C(=O)NC1CCCCC1,8,-2,15,9,-7,3,4,0,-6
COc1cc(C(=O)c2ccccc2Cl)c([N+](=O)[O-])cc1OC,6,6,10,1,1,-1,8,-1,-1
CCOC(=O)/C=c1/s/c(=C/c2ccc3cc(OC)ccc3c2)c(=O)n1CC(=O)NCC1CCCO1 (stereo not drawn),·,·,-473,·,-9,-27,·,·,0
CSc1ccc(OC2CCN(Cc3ccccc3)CC2)cc1,8,-2,13,5,-16,-2,3,0,2
COc1ccc(Nc2nc3c(C)cccc3cc2C#N)c(OC)c1,-1,-2,12,-3,0,-3,10,-1,10
O=C(COc1ccccc1)Nc1ncc2c(n1)CCCC2=O,-2,-12,17,-33,-13,-1,-16,-2,-3
COc1ccc(C(CC(=O)O)NC(=O)c2ccco2)cc1OC (stereo not drawn),1,-5,12,-5,4,3,8,1,-2
Cc1cccc(-n2cnc(C(=O)NNC(=S)Nc3ccc(Cl)cc3)c2)n1,-5,-6,-1,-15,-30,-2,6,-2,2
CCN(CC(=O)Nc1c(F)cccc1F)C(=O)CSC(=S)N1CCCC1,4,4,-17,-11,10,-18,-5,2,0
CC(C)c1ccc(C(=O)N2CCN(c3cnn(C)c(=O)c3Cl)CC2)cc1,-9,-11,4,10,4,2,15,-1,1
COc1cccc(C(=O)Nc2nnc(C(C)C)s2)c1,7,36,13,32,91*,0,5,-2,0
O=C(Nc1c(C(=O)Nc2ccc3c(c2)OCCO3)cnn1-c1ccccc1Cl)c1ccco1,-6,2,2,-21,3,0,-5,-1,-10
C=C(C)C(=O)Nc1cccnc1Oc1ccc(F)cc1F,-8,7,26,-13,2,-3,1,-1,-1
Cc1ccc(N(C)S(=O)(=O)c2cccc(C(=O)Nc3nc4ccccc4[nH]3)c2)cc1,-2,3,-53,-9,10,2,-10,0,-14
COc1ccc(NC(=O)COC(=O)CNC(=O)C2CCCCC2)cc1OC,2,5,13,-2,-19,0,0,-1,-1
O=C(CN1CCCCC1)Nc1ccc(NC(=O)c2ccc(Cl)cc2)cc1Cl,6,4,3,3,-3,-2,6,-6,-4
O=C(CCc1nnc(-c2ccc3c(c2)OCO3)o1)NC(c1ccccn1)C(F)(F)F (stereo not drawn),-6,-3,-29,-17,5,-1,1,5,-7
Cc1ccc(S(=O)(=O)N2CCCCC2)cc1NC(=O)COC(=O)c1c(F)cccc1F,5,5,0,-8,-4,2,0,-1,1

# Structural class, the entries above containing four or more nitrogen atoms
SMILES,SENP8 block-1,SENP7 inh,SENP8 block-2,SENP6 block,PfG6PD inh,SENP1 inh,UBC13 inh,MIN6 prolif,HKDC1 inhibitor
Cn1ncc([N+](=O)[O-])c1C(=O)NC1CCCCC1,8,-2,15,9,-7,3,4,0,-6
Cc1cccc(-n2cnc(C(=O)NNC(=S)Nc3ccc(Cl)cc3)c2)n1,-5,-6,-1,-15,-30,-2,6,-2,2
CC(C)c1ccc(C(=O)N2CCN(c3cnn(C)c(=O)c3Cl)CC2)cc1,-9,-11,4,10,4,2,15,-1,1
O=C(Nc1c(C(=O)Nc2ccc3c(c2)OCCO3)cnn1-c1ccccc1Cl)c1ccco1,-6,2,2,-21,3,0,-5,-1,-10
Cc1ccc(N(C)S(=O)(=O)c2cccc(C(=O)Nc3nc4ccccc4[nH]3)c2)cc1,-2,3,-53,-9,10,2,-10,0,-14
O=C(CCc1nnc(-c2ccc3c(c2)OCO3)o1)NC(c1ccccn1)C(F)(F)F (stereo not drawn),-6,-3,-29,-17,5,-1,1,5,-7

# Additional compounds:
SMILES,SENP8 block-1,SENP7 inh,SENP8 block-2,SENP6 block,PfG6PD inh,SENP1 inh,UBC13 inh,MIN6 prolif,HKDC1 inhibitor
CCOC(=O)c1cc(-c2ccccc2)n(CC(=O)O)c1C,7,-4,19,-11,-18,1,-3,-1,5
COc1cc(OC)cc(C(=O)n2nc(C)cc2C)c1,3,-6,0,-4,3,2,-1,-1,-1
COc1cc(CCC(=O)OCC(=O)Nc2ccc(C(N)=O)cc2)cc(OC)c1OC,-12,-2,10,-29,-7,-7,-4,1,-4
CCCc1cc(=O)oc2cc(OCC(=O)Nc3ccc(S(N)(=O)=O)cc3)ccc12,-5,7,-148,-8,-21,0,-10,-1,8
O=C(CN1CCN(S(=O)(=O)c2ccc(F)cc2)CC1)Nc1ccc2c(c1)OCO2,3,-8,10,-9,-8,0,4,0,-5
CCN(C[C@H]1N[C@@](C)(C(=O)OC)[C@H]2C(=O)N(C)C(=O)[C@@H]12)C(=O)c1ccc(C(C)(C)C)cc1,10,-1,19,-14,10,-5,5,1,-1
Cc1ccc(C(=O)N(Cc2cccnc2)Cc2cc3cc(C)ccc3n3nnnc23)cc1,2,1,2,-1,4,1,5,1,1
O=C(c1ccco1)N1CCN(C(=O)c2ccccc2NS(=O)(=O)c2ccc(F)cc2)CC1,-6,-1,10,-32,-10,0,-10,-3,-4
Cc1cccc(C)c1NC(=O)CN(C)C(=O)c1cccc(S(=O)(=O)N2CCN(c3ccc(F)cc3)CC2)c1,17,0,8,-8,-2,0,1,-5,3
Cc1c(C(N)=O)sc2ncn(CC(=O)N3CCC(C)CC3)c(=O)c12,1,-9,-13,-9,9,-3,-5,-3,-8
c1ccc(-c2nc(SCc3nc4ccccc4[nH]3)c3oc4ccccc4c3n2)cc1,8,-7,-31,-13,3,-13,-22,-3,-3
Cc1noc(NS(=O)(=O)c2ccc(NC(=O)CCn3c(=O)oc4ccccc43)cc2)c1C,5,1,12,-16,-77,2,2,8,0
CC1CCC(C(C)C)C(OC(=O)Cn2c(-c3ccc(Cl)cc3)[n+](C)c3ccccc32)C1 (stereo not drawn),-3,2,12,-12,1,1,25,-6,12
Cn1c(=O)c2cc(NCc3ccccc3)nnc2n(C)c1=O,80*,5,-83,81*,25,-25,-56,-4,-1
N#Cc1sc(NCc2cccc(Cl)c2)nc1Cl,-7,-14,6,-11,-2,-1,11,1,3
COc1ccc(C(=O)NNC(=O)C(=O)NC(C)c2ccccc2)cc1OC (stereo not drawn),1,-4,7,-1,8,0,16,-1,-9
Cc1ccc(NC(=O)CN(c2ccc(Cl)cc2)S(=O)(=O)c2cc([N+](=O)[O-])ccc2Cl)c(C)c1,-3,1,37,25,1,0,-14,-5,1
CC(NC(=O)c1ccc(Br)cc1)c1ccccc1 (stereo not drawn),-1,4,2,8,-2,3,4,0,-5
Cc1ccccc1N1CCN(C(=O)c2ccccc2NC(=O)C2CC=CCC2C(=O)O)CC1 (stereo not drawn),-7,-11,13,-15,-3,1,-19,-1,-6
COc1ccccc1N1CCN(C(=O)c2noc(C(C)C)c2[N+](=O)[O-])CC1,-5,-14,11,-23,-15,2,-9,-1,-7
CCOc1ccc(Cc2nnc(SCC(=O)c3ccc(OC)cc3)o2)cc1,-5,3,23,15,-4,1,2,-1,4
COc1ccc(CNC(=O)Cn2nc(C(F)(F)F)c(Br)c2C)cc1,7,-1,23,10,-1,0,-8,-2,-3
O=[N+]([O-])c1cc(/C=N/O)ccc1Oc1ccccc1Cl,-6,-4,18,-4,17,3,-4,2,-9
Cc1cc([N+](=O)[O-])nn1CC(=O)NCc1ccccc1,-5,3,4,13,-2,0,-7,-3,-3
C[N+]1=C(/C=C/Nc2ccccc2Cl)C(C)(C)c2ccccc21,-5,0,0,-1,-6,-28,3,0,13
O=C(CCn1c2c(c3ccccc31)CCCC2)NNC(=O)c1cccc([N+](=O)[O-])c1,-2,0,3,-5,0,-1,2,-4,-6
CCc1ccc(N(CC(=O)NC)S(C)(=O)=O)cc1,2,-5,20,-6,12,-1,-1,-1,1
Cc1ccc(Cl)cc1NC(=O)N(C)CCO,-4,-1,15,-14,-12,3,4,-1,-5
O=C(CSc1nccn1Cc1ccco1)Nc1ccc(F)cc1,8,-9,10,3,7,2,0,-3,-6
COc1ccc(-c2cc3nc(C)c(CCC(=O)NC(C)CCc4ccco4)c(C)n3n2)c(OC)c1 (stereo not drawn),6,2,-290,-3,17,1,15,0,1
CCc1cccc(NS(=O)(=O)c2ccc3c(c2)NC(=O)C(C)S3)c1 (stereo not drawn),12,10,7,3,5,3,0,-3,-1
Cc1cc(F)ccc1N1CCC(N2CCN(C(C)C)C(CCO)C2)CC1 (stereo not drawn),-9,-9,21,-5,-15,-2,-3,-2,-9
COc1cc2c(cc1NC(=O)CSc1ccc(Cl)cc1)oc1ccccc12,-4,1,14,-14,4,1,17,-5,-5
Cc1cc(C2CCCCC2)n(O)c(=O)c1,0,3,2,-16,-22,0,6,-8,-4
CCCCCCCCC1CC(C(=O)Nc2ccccc2)C(=O)O1 (stereo not drawn),8,-3,23,-15,3,2,8,-4,4
COc1ccccc1N(CC(=O)NC1CCCC1)S(=O)(=O)c1cccc(C(F)(F)F)c1,-3,-5,17,-7,37,2,2,2,2
CCC(=O)NC(=S)Nc1c(C)cc(Br)cc1C,4,-4,10,-28,5,3,4,-3,-12
Cc1c(Cl)cccc1NC(=O)C1CCN(c2cnccn2)CC1,3,1,-310,-4,5,0,4,-1,-6
CCN(CC)S(=O)(=O)c1ccc(N2CCOCC2)c(C(=O)O)c1,0,1,15,-4,-8,0,-2,-1,-1
CCc1ccc(NC(=O)C(=O)NCCOc2ccccc2Cl)cc1,4,7,12,-9,8,2,-7,-5,-1
O=C(CCCc1c[nH]c2ccccc12)N1CCN(S(=O)(=O)c2cccs2)CC1,-9,-2,15,-9,7,-1,0,-1,-1
Cc1cccc(C)c1NC(=O)CN(C)CC(=O)Nc1sc2c(c1C(N)=O)CCC2,7,-4,-68,9,-8,-3,7,9,2
Cc1ccc(S(=O)(=O)N2CCN(C(=O)COC(=O)CNC(=O)c3ccccc3)CC2)c(C)c1,5,-4,-6,3,-7,1,-4,2,-2
CCS(=O)(=O)Nc1cccc(-c2cn3c(n2)SCC3)c1,-3,5,7,0,7,-2,0,-2,-1
COc1ccccc1N1CCN(CC(=O)c2c(N)n(C)c(=O)n(C)c2=O)CC1,-6,3,15,3,-31,1,6,0,-8
CCCCN(C(=O)CCCc1nc2ccccc2c(=O)[nH]1)c1c(N)n(CCCC)c(=O)[nH]c1=O,-4,-1,13,8,-5,-3,1,-2,2
O=C(COC(=O)/C=C/c1ccc(F)cc1)Nc1nnc(-c2ccccc2)o1,-6,-7,-6,-23,-12,1,-30,-3,-3
CCCCCNC(=O)CSC1=N/C(=C\c2ccc(Cl)c(Cl)c2)C(=O)N1CC,-4,5,-481,1,-6,-18,4,0,-8
CSc1ccccc1NC(=O)N1CCC(CO)(CC2CCCCO2)CC1 (stereo not drawn),-11,-5,-5,-14,-6,0,-1,-1,-3
O=C(CN1C(=O)NC2(CCCc3ccccc32)C1=O)N1CCCCC1 (stereo not drawn),1,3,0,-19,6,1,3,-2,-5

# Bioassay records: PubChem, Sanford-Burnham Center for Chemical Genomics

# Not a hit list; about 4% have a hit in one of these screens.
